Sm TGR inh – qHTS Assay for the Inhibitors of Schistosoma Mansoni Peroxiredoxins; 360,000 compounds, 3% hits; Potency, µM (doses to about 114 µM), without a hit: top-dose activity change, negative = inhibition, actives largely listed as inhibitors; purified TGR, DTNB reduction, TNB absorbance 405 nm; also: nearly all actives have a fitted effect of over 60% in size
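TGR 20 nM + NADPH 100 uM (dispensed conc.), cpd preinc 15 min RT; start with NADPH (500 uM addition) then DTNB (15 mM addition). Kinetic TNB absorbance, 405 nm filter. Four-parameter Hill fit across titration.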
Tb PYK inh – qHTS of Trypanosoma Brucei Inhibitors; pyruvate kinase (Trypanosoma brucei), Q57TT1; 410,000 compounds, 0.12% hits; Potency, µM (top dose mostly 76.8 µM), for the others: top-dose activity, negative = inhibition, usual class: inhibitors; AID 624173, 2012; TbPYK enzyme, Kinase-Glo Plus ATP luminescence, 45 min; also: nearly all actives have a fitted effect of over 50% in size
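TbPYK + substrate in 50 mM TEA pH 7.2, 100 mM KCl, 10 mM MgCl2, 0.05% BSA, 0.01% Tween-20; cpd pinned; ADP 130 uM final; 45 min RT; Kinase-Glo Plus 10 min; luminescence endpoint.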
HCV inhibitor – qHTS Assay for Inhibitors of Hepatitis C Virus (HCV) | 340,000 compounds, 3.4% hits | Huh7.5.1 HCVcc-Cre infection, luciferase reporter, 44 h | AID 651820, 2012 | Potency, µM (top dose mostly 41.8 µM), for inactives: at the highest dose activity change, negative = inhibition, usual class: inhibitors
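Infectious HCV cell culture screen: compound-treated cells (1,000/well, pre-plated 4 h) are infected with HCVcc-Cre at roughly 0.5 moi and grown 44 h. Infection is quantified by luciferase signal after 15 min substrate incubation at room temperature.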
LmPK inh – qHTS Assay for Inhibitors of Leishmania Mexicana Pyruvate Kinase (LmPK); Q27686; purified LmPK, Kinase-Glo ATP luminescence, 1 h; Potency, µM (top dose mostly 57.5 µM), for inactives: at the highest dose activity change, negative = inhibition, most hits filed as inhibitors; 290,000 compounds, 0.37% hits; AID 1721, 2009
Target sequence (Q27686 whole entry, looked up): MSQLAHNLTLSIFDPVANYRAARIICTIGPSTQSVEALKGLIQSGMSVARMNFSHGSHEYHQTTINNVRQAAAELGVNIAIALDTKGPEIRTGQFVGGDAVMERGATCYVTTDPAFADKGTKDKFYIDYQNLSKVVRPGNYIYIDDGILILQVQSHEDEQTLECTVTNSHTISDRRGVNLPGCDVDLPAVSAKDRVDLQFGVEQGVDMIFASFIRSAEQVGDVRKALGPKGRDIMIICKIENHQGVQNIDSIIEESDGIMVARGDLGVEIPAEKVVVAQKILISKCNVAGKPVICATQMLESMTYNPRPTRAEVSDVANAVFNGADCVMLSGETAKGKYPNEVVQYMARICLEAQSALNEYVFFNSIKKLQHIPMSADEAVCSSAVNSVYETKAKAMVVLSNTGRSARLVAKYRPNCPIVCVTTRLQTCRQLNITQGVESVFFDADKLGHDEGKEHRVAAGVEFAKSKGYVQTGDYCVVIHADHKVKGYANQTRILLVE
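Screened at intermediate enzyme activity to detect both inhibitors and activators: LmPK at 0.1 nM, with a 0.5 nM enzyme column as activation reference. PEP 0.5 mM, ADP 0.1 mM; ATP detected by luminescence after 1 h.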
Pf growth 96h – Primary qHTS for delayed death inhibitors of the malarial parasite plastid, 96 hour incubation | AID 504834, 2011 | 320,000 compounds, 6.9% hits | P. falciparum luciferase reporter growth, 96 h | Potency, µM (titrated, usually from 28.7 µM), inactives show top-dose activity change, negative = inhibition, hits mostly inhibitors
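Infected RBCs, 2% Hct / 0.05% parasitemia final; luciferase-reporter P. falciparum; cpd 96 h, 37 C, 5% CO2; luciferase detection reagent; luminescence.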
Pf growth 48h – Primary qHTS for delayed death inhibitors of the malarial parasite plastid, 48 hour incubation; P. falciparum luciferase growth in erythrocytes, 48 h; Potency, µM (doses to about 28.7 µM), for inactives: top-dose activity change, negative = inhibition, usual class: inhibitors; 310,000 compounds, 5.9% hits
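In quantitative HTS format, infected erythrocytes bearing luciferase-reporter parasites were treated for a single generation at 37 C. Luminescence after adding detection reagent served as the growth measure.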
Starred values were filed as active, the others as inactive; ? = inconclusive; nt = not tested or not shown; [ ] = dose if it differs, or a comment. Calls follow the shape of the dose curve; as a rule, active = well fitted curve in the direction sought with a large enough effect; inconclusive = small, poorly fitted or top-dose-only effect, or another doubt; inactive = no such curve, though single readings can be large; an effect the other way counts as inactive or inconclusive. % is scaled to controls: 0 for no effect and ±100 for the full control effect; potency is read from the fitted curve at half-maximal effect.

SMILES	Sm TGR inh	Tb PYK inh	HCV inhibitor	LmPK inh	Pf growth 96h	Pf growth 48h
O=C(NCc1ccccn1)C(=O)NCC1OCCN1S(=O)(=O)c1ccc(Cl)cc1 (centres undefined)	-19%	-3%	20%	-3%	-5%	89%[activator]
CCOC(=O)c1oc2ccc(Cl)cc2c1NC(C)=O	-5%	1%	-23%	6%	-2%	47%[activator]
O=C(NCc1cccc(F)c1)c1ccc(N2C(=O)Cn3c(cc4sccc43)C2=O)cc1	-12%	-4%	?	1%	53%[activator]	-9%
Cc1cc(C)c2c(-n3cccc3)c(C(=O)NNS(=O)(=O)c3ccc(Cl)cc3)sc2n1	-26%	-5%	7%	0%	35%[activator]	3%
CN(CC(=O)Nc1ccccc1N1CCCC1)S(=O)(=O)c1ccc(F)cc1	-10%	-2%	?	nt	?	?
O=C(CSc1ccsc1[N+](=O)[O-])NCCc1ccc(Cl)cc1	0%	1%	-4%	-3%	13%	4%
C=CCNc1nc(C(=O)OCC(=O)c2ccc(F)cc2)cs1	-1%	-4%	-1%	nt	40%[activator]	44%[activator]
Nc1ccc(OCc2ccccc2)cc1	3%	-1%	-20%	4%	?	68%[activator]
COc1ccc(CNC(=O)CN2C(=O)C(C)N(c3ccc(C)cc3)C2=O)cc1 (centres undefined)	5%	3%	0%	0%	0%	nt
CCN1C(=O)C(CC(=O)Nc2ccc(OC)cc2)N(Cc2cccs2)C1=S (centres undefined)	-25%	-7%	2%	3%	?	16%
COc1ccc(-c2nnn(Cc3ccccc3)n2)cc1	13%	-1%	8%	-5%	13µM*	42%[activator]
N/C(=N\OC(=O)CCCc1ccccc1)c1ccccc1Cl	0%	2%	5%	-8%	33%[activator]	12%
CC(C)=CC(=O)OCC(=O)Nc1ncc(Cl)c(C)c1Cl	-27%	5%	?	2%	52%[activator]	46%[activator]
COc1ccc(OC)c(-c2csc(NC(=O)c3ccccc3F)n2)c1	0%	-3%	?	0%	?	12%
O=[n+]1c2c(n([O-])c3c1CCCC3)CCCCC2	-2%[11.4 µM]	-4%	-3%	5%	16%	nt
CN(C)c1cc(-c2ccc(Cl)c(Cl)c2)oc(=O)c1Cl	40µM*	2%	-8%	2%	63%[activator]	4%
Cc1noc(C)c1COC(=O)c1ccc(F)c(S(=O)(=O)N2CCCCC2)c1	0%	0%	?	9%	-27%	-9%
CCn1c(=O)c(=O)[nH]c2cc(C(=O)NC3CCCc4ccccc43)ccc21 (centres undefined)	?	-3%	?	0%	nt	?
O=C1S/C(=C\C=C\c2ccco2)C(=O)N1c1ccccc1	45µM*	-16%	2%	-2%	109%[activator]	26%
CCCCC(=O)Nc1ccc(Cl)cn1	-26%	-4%	-3%	1%	-13%	35%[activator]
Cc1cccnc1NC(=O)CCC(=O)c1cccs1	0%	2%	15%	nt	-11%	-12%
COc1ccc(-c2csc(NC(=O)CSCC(=O)Nc3cc(C)on3)n2)c(OC)c1	8%	2%	?	nt	-7%	1%
Cc1nc2c(c(=O)n1Cc1ccco1)c1nc3ccccc3nc1n2Cc1ccccc1	?	nt	-22%	0%	28%[5.75 µM]	9.3µM*
CCC(C(=O)NC(C)(C)C)N(Cc1cccs1)C(=O)CNS(=O)(=O)c1ccccc1 (centres undefined)	12%	6%	11%	-2%	-25%	2.3µM*
CCN1CCN(c2nnc(-c3ccc(C)cc3)c3ccccc23)CC1	0%	-1%	-27%	0%	31%[activator]	13%[0.00184 µM]
Further results
SMILES	Sm TGR inh	Tb PYK inh	HCV inhibitor	LmPK inh	Pf growth 96h	Pf growth 48h
O=[N+]([O-])c1ccc(-[n+]2ccc3ccccc3c2)c([N+](=O)[O-])c1	1.8µM*	-5%	?	nt	?	?
Cn1c(SCC(=O)NC2CC2)nnc1-c1ccccc1Cl	0%	-9%	4%	-4%	?	62%[activator]
Cc1ccc(S(=O)(=O)N2CCC(c3nnc(SCCN4CCCC4)n3C)CC2)cc1	-5%	5%	5%	-2%	?	9%
O=C1NCCCC1C(=O)N/N=C/c1ccccc1[N+](=O)[O-] (centres undefined)	-3%	-8%	3%	0%	70%[activator]	30%[activator]
[O-][n+]1cccc2ncc3cscc3c21	-21%	3%	-1%	-2%	0%	4%
CC(C)Oc1ccc(C(=O)Nc2ccc(C(F)(F)F)n(C)c2=O)cc1	-11%	-2%	-12%	3%	-6%	44%[activator]
CCSc1nnc2nc3[nH]c4c(C)cccc4c3nn12	-3%	3%	13%	3%	3%	65%[activator]
CCc1ccc(NS(=O)(=O)c2ccc(C)c(C(=O)N3CCOCC3)c2)cc1	2%	-1%	10%	-4%	?	0%
O=C(NC1CCN(Cc2ccccc2)CC1)c1ccccc1F	-2%	1%	13%	-5%	202%[activator][5.75 µM]	10%
COc1ccc(S(=O)(=O)N2CCC(C(=O)NC3CC3)CC2)cc1Cl	16%	0%	6%	-15%	nt	?
Cc1c(Cl)cccc1NC(=S)N=Nc1c(O)n(CN2CCOCC2)c2ccccc12	0%	1%	?	2%	414%[activator]	3.7µM*
CCOC(=O)c1cnc2c(C)cc(Cl)cc2c1NCCCN1CCOCC1	?	-1%	-21%	1%	?	?
CCCCCOC(=O)CSc1nc2c(c(=O)[nH]c(=O)n2C)n1CCc1ccccc1	-5%	-18%	20%	-1%	-1%	-1%
O=C1c2ccsc2SCCN1Cc1ccc(Cl)cc1	-18%	-9%	-17%	8%	21%	49%[activator]
OC(c1ccc(F)cc1)(c1ccc(F)cc1)[C@@H]1CCCN1	7%	-8%	4%	-3%	-18%	-26%
CC(=O)Oc1ccc(C(=O)Nc2nccs2)cc1	1%	-1%	11%	0%	?	nt
CNCc1c(OCc2ccccc2F)ccc2ccccc12	5%	1%	8.9µM*	1%	55%[activator]	-25%
Cc1cc(C)n2nc(C(=O)NNC(=O)c3ccc(Cl)cc3)nc2n1	9%	-1%	-3%	5%	71%[activator]	41%[activator]
CC(C)(C)c1c(Cl)c(O)c(-c2ccccc2)c(=O)n1-c1ccccc1	-4%	-8%	8%	0%	23%	?
COc1ccccc1N(C(=O)c1cncc(Br)c1)c1nc(-c2ccc(C)cc2)cs1	-6%	-3%	?	-3%	7.4µM*	?
CCNCC(=O)Nc1ccc(N2CCOCC2)cc1	-11%	-2%	13%	-3%	20%	-4%
Cc1onc(-c2ccccc2)c1C(=O)NC(=S)NNC(=O)c1cccnc1	-1%	-8%	-15%	3%	?	22%
Cc1ccc(NC(=O)CSc2ccc3nnc(-c4ccccn4)n3n2)cc1	-7%	-7%	-7%	-8%	13µM*	?
O=C(c1ccccc1)c1nn(-c2ccccc2)c(=O)cc1C(F)(F)F	-13%	-9%	?	0%	0%	91%[activator]
COC(=O)[C@@]12CCCCN1[C@H](c1ccc(-c3cccc(Cl)c3)c(OC)c1)[C@H]1C(=O)N(C)C(=O)[C@H]12	-21%	3%	23%	nt	?	?

Random excerpt: 3 entries already listed.
SMILES	Sm TGR inh	Tb PYK inh	HCV inhibitor	LmPK inh	Pf growth 96h	Pf growth 48h
CCNCC(=O)Nc1ccc(N2CCOCC2)cc1	-11%	-2%	13%	-3%	20%	-4%
O=C1c2ccsc2SCCN1Cc1ccc(Cl)cc1	-18%	-9%	-17%	8%	21%	49%[activator]
OC(c1ccc(F)cc1)(c1ccc(F)cc1)[C@@H]1CCCN1	7%	-8%	4%	-3%	-18%	-26%

Continued.
SMILES	Sm TGR inh	Tb PYK inh	HCV inhibitor	LmPK inh	Pf growth 96h	Pf growth 48h
COc1cc(=O)[nH]c(SCC(=O)Nc2ccc3ccccc3c2)n1	-8%	-4%	7%	-5%	?	8%
CC(=O)c1ccc(NS(=O)(=O)c2ccc3c(c2)N(C)CCO3)cc1	-9%	-4%	-20%	7%	53%[activator]	17%
O=C(Cn1cnc([N+](=O)[O-])c1)Nc1ccccc1C(F)(F)F	1%	1%	2%	0%	-5%	61%[activator]
CCN(C(=O)CSc1nnc2ccccn12)C1CCS(=O)(=O)C1 (centres undefined)	-4%	5%	23%	-1%	21%	6%
Cc1cc(N2CCOCC2)nc2ccc(NC(=S)NCCC(C)C)cc12	-34%	-4%	10µM*	0%	0%	-100%
O=C(CSc1nnc2ccc(-c3ccccn3)nn12)Nc1ccccc1F	-1%	0%	16%	nt	2%	12%
CCN(CC)C(=O)Cn1cc(C(=O)C(=O)N(C)C2CCN(C)CC2)c2ccccc21	-3%	3%	nt	-11%	25%	60%[activator]
Cc1cccc2sc(NC(=O)C3=NN(c4ccccc4)C(=O)CC3)nc12	-17%	-6%	14%	-2%	49%[activator]	6%
O=C(Oc1ccc(Cl)c2cccnc12)N1CCOCC1	7%	3%	-1%	-10%	?	20%
CCOC(=O)CN1C(=O)COc2ccc(C(C)(C)C)cc21	4%	4%	14%	-2%	0.47µM*	48%[activator]
CCN(CC)S(=O)(=O)c1ccc(S(=O)(=O)NCc2cccs2)cc1	-4%	2%	4%	2%	8.3µM*	22%
CCCCn1c(-c2cccs2)nc2oc3ccccc3c(=O)c2c1=O	0%	-24%	-1%	-2%	?	?
CCc1cccc(NC(=O)COC(=O)/C=C/c2cccs2)c1	8%	0%	7%	nt	22%	31%[activator]
CC1=C([N+](=O)[O-])C(c2ccccc2C(F)(F)F)NC(=O)N1C (centres undefined)	12%	7%	10%	-1%	-2%	16%
O=C(CCC1CCCC1)NCCS(=O)(=O)N1CCN(c2ccc(F)cc2)CC1	0%	-2%	-20%	nt	-9%	?
CC1CN(c2ccc(NS(=O)(=O)c3ccccc3)cc2C(=O)O)CC(C)O1 (centres undefined)	6%	6%	9%	4%	1%	0%

Arranged by count of non-hydrogen atoms (rising): part of the list above.
SMILES	Sm TGR inh	Tb PYK inh	HCV inhibitor	LmPK inh	Pf growth 96h	Pf growth 48h
O=C(Oc1ccc(Cl)c2cccnc12)N1CCOCC1	7%	3%	-1%	-10%	?	20%
CCOC(=O)CN1C(=O)COc2ccc(C(C)(C)C)cc21	4%	4%	14%	-2%	0.47µM*	48%[activator]
CC1=C([N+](=O)[O-])C(c2ccccc2C(F)(F)F)NC(=O)N1C (centres undefined)	12%	7%	10%	-1%	-2%	16%
CCN(C(=O)CSc1nnc2ccccn12)C1CCS(=O)(=O)C1 (centres undefined)	-4%	5%	23%	-1%	21%	6%
CCN(CC)S(=O)(=O)c1ccc(S(=O)(=O)NCc2cccs2)cc1	-4%	2%	4%	2%	8.3µM*	22%
CCCCn1c(-c2cccs2)nc2oc3ccccc3c(=O)c2c1=O	0%	-24%	-1%	-2%	?	?
Cc1cc(N2CCOCC2)nc2ccc(NC(=S)NCCC(C)C)cc12	-34%	-4%	10µM*	0%	0%	-100%
CC1CN(c2ccc(NS(=O)(=O)c3ccccc3)cc2C(=O)O)CC(C)O1 (centres undefined)	6%	6%	9%	4%	1%	0%
O=C(CCC1CCCC1)NCCS(=O)(=O)N1CCN(c2ccc(F)cc2)CC1	0%	-2%	-20%	nt	-9%	?
CCN(CC)C(=O)Cn1cc(C(=O)C(=O)N(C)C2CCN(C)CC2)c2ccccc21	-3%	3%	nt	-11%	25%	60%[activator]
